Efflux pump inh: blocks antifungal efflux pumps in multiplex yeast assay; S. cerevisiae Candida pump triplex, Nile Red efflux; inhibition, % at 10 µM; 0.44% of 330,000 active; AID 485275;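 active = plate passing quality check with inhibition over a set limit, or well fluorescence over plate mean plus 4 SD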;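 also: Nile Red retained in pooled yeast measured as flow cytometry median fluorescence; 0% = buffer negative control and 100% = Enniatin B positive control; higher means more Nile Red kept so more efflux inhibition; some compounds called inactive have numbers as strong as hits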
LAP4 TOR yeast: alters LAP4-GFP fluorescence in TOR pathway yeast screen; S. cerevisiae LAP4-GFP multiplex, flow cytometry GFP, 3 h; median GFP as percent of DMSO wells; GFP response vs DMSO, % at 10 µM; 0.34% of 320,000 active; AID 2023;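 active = GFP response vs DMSO above a set limit, about the screen mean plus 3 SD, cut at about 150% in these data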
AHR activator: activators of human aryl hydrocarbon receptor; AHR-responsive luciferase reporter cells, luminescence; P35869; 2.5% of 320,000 active; AID 2796; activation, % at 5 µM; in the data active = activation above about 47%;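 also: 0% = vehicle wells and 100% = reference agonist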
Target sequence (P35869 whole entry, looked up): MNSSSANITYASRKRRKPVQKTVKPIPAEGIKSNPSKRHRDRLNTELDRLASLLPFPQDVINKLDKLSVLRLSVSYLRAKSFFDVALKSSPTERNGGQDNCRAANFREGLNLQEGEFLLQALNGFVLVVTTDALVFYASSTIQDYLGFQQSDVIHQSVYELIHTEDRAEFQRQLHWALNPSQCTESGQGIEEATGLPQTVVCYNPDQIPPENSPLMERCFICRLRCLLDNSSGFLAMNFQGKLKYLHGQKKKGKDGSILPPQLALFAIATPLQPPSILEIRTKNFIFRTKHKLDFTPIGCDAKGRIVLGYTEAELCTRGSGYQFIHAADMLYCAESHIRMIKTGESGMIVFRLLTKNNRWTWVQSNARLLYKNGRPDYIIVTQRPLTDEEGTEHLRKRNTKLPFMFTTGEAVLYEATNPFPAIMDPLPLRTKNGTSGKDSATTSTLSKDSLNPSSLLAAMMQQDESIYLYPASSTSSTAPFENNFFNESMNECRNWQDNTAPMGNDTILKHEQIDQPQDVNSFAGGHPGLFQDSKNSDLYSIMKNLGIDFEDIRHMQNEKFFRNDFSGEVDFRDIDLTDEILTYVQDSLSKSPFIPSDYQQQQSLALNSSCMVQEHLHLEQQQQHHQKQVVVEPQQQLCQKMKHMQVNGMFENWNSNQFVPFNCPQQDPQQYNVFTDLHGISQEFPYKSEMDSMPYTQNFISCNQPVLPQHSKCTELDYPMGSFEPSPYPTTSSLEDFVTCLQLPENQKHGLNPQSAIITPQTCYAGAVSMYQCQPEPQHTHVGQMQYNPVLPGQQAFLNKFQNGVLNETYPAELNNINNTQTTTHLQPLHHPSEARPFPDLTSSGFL
CR mimetic SO: caloric restriction mimetics inhibiting age-related superoxide in yeast | 0.18% of 330,000 active | S. cerevisiae aged cells, superoxide DHE fluorescence; stronger effect = lower value | AID 2690 | superoxide response (% of plate mean), % at 10 µM;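 active = superoxide response under a set limit, about three screen SD below normal, cut at about 65% in these data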;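 also: yeast aged for seven days with compound at 30 °C before DHE staining; 100% = average MFI of all compound-treated wells on the plate with controls excluded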
AGP1-GFP MLPCN: modulators of TOR pathway AGP1-GFP in S. cerevisiae; S. cerevisiae AGP1-GFP multiplex flow cytometry, 3 h; GFP as percent of DMSO wells; GFP response vs DMSO, % at 10 µM; 0.02% of 320,000 active;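 active = GFP response relative to DMSO above a set limit, near screen average plus 3 SD, cut at about 150% in these data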;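 also: median GFP channel fluorescence of the gated AGP1 strain per well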
CIT2 TOR yeast: alters CIT2-GFP fluorescence in TOR pathway yeast screen. S. cerevisiae CIT2-GFP strain, flow cytometry, 3 h; 100 means same as DMSO wells. GFP response vs DMSO, % at 10 µM. 0.065% of 320,000 active;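 active = GFP response relative to DMSO above a set limit, near the screen mean plus 3 SD, cut at about 150% in these data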;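 also: ratio of well median GFP fluorescence to mean of DMSO wells on the plate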
MEP2 TOR yeast: yeast TOR pathway MEP2-GFP modulation; S. cerevisiae MEP2-GFP strain, flow cytometry GFP, 3 h; 100% = DMSO control level; GFP response vs DMSO, % at 10 µM; 0.51% of 330,000 active;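 active = GFP response versus DMSO above a set limit, roughly screen mean plus 3 SD, cut at about 180% in these data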;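 also: median GFP fluorescence of the barcode-gated MEP2-GFP cells per well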
RPL19A-GFP yeast: alters RPL19A-GFP fluorescence in TOR pathway yeast screen; S. cerevisiae RPL19A-GFP strain, flow cytometry, 3 h; stronger effect = lower value; percent response vs DMSO, % at 10 µM; 0.3% of 330,000 active; AID 2025;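 active = percent response vs DMSO below 50%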;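 also: median channel GFP fluorescence of the barcoded RPL19A-GFP strain; ratio of sample median GFP to plate DMSO average so 100% = DMSO; lower means less RPL19A-GFP as with rapamycin TOR inhibition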
Starred values were filed as active, the others as inactive; / = no result given; & = joins results of further samples. This is a random part of the collection. Share with any hit: about 3.9%.

SMILES	Efflux pump inh	LAP4 TOR yeast	AHR activator	CR mimetic SO	AGP1-GFP MLPCN	CIT2 TOR yeast	MEP2 TOR yeast	RPL19A-GFP yeast
COc1ccc(N2CCSC2C(=O)NN)cc1 (configuration not stated)	0.0	94	2	94	96	97	100	92
Cn1c(/C(C#N)=C(\O)CN2CCN(Cc3ccccc3)CC2)nc2ccccc21	0.1	92	2	107	105	103	106	97
COc1ccc(NC(=O)CN2C(=O)NC3(CCCC3)C2=O)cc1	-0.2	107	0	97	105	95	93	96
Cc1ccc(S(=O)(=O)N(C)CC(=O)N2CCCCCCC2)cc1	0.1	97	-2	117	96	89	93	90
O=C(c1ccccc1)N1CCN(C(=O)c2cccnc2)CC1	-0.1	93	-3	102	101	99	100	100
O=C(c1cccnc1)C1Cc2ccccc2C1=O (configuration not stated)	0.6	108	27	132	84	74	93	98
O=C(COC(=O)c1c[nH]c2ccccc12)NC1CCCC1	0.0	93	41	116	97	98	100	98
C=CC[C@H](CC(=O)N(CCO)Cc1ccccc1)C(=O)NC[C@H](OC(=O)[C@@H](CC=C)CC(=O)OC(C)(C)C)c1ccccc1	0.0	89	0	85	99	96	92	97
CC(=O)N/C(=C\c1ccccc1)C(=O)OCc1ccc(F)cc1	0.1	82	/	86	97	91	103	111
FC(F)Sc1ccc(NC(=S)NC2CCC(NC(=S)Nc3ccc(SC(F)F)cc3)CC2)cc1 (configuration not stated)	0.3	107	4	113	96	98	106	98
Cc1cc2oc(=O)sc2cc1NS(=O)(=O)c1cccc2cccnc12	-0.1	106	-1	93	104	98	106	100
COc1cc2ccccc2cc1C(=O)Nc1ccc(CN2CCOCC2)cc1	0.1	102	0	100	100	104	111	103
COc1cccc(NC(C)C(=O)Nc2cc([N+](=O)[O-])ccc2Cl)c1 (configuration not stated)	0.0	99	2	83	101	102	107	109
O=C(c1ccco1)N1CCN(C(=O)C2CCN(S(=O)(=O)Cc3ccccc3)CC2)CC1	-0.2	101	-1	109	103	103	101	100
COc1cc(C(=O)N/C(=C\c2cn(C)c3ccccc23)C(=O)NCCCO)cc(OC)c1OC	0.0	101	5	118	99	109	108	112
CCCN(C(=O)c1nc2nccc(C)n2n1)c1c(N)n(Cc2ccccc2)c(=O)[nH]c1=O	0.2	103	1	102	95	95	107	98
CCc1nn(C(C)C(=O)NC(C)CCc2ccco2)c(=O)c2cc3occc3n12 (configuration not stated)	0.1	102	1	103	110	102	112	104
O=C(NCCO)c1cc2c([nH]c3ccccc32)c(-c2ccccc2)n1	0.3	86	3	144	95	95	102	102
O=C(CN1C(=O)NC2(CCCc3ccccc32)C1=O)NCC(F)(F)F (configuration not stated)	-0.1	110	5	100	102	103	118	110
CCCOc1ccc(N2C(=O)CC(N(C(=O)c3ccco3)c3ccc(OCCC)cc3)C2=O)cc1 (configuration not stated)	0.1	100	0	105	102	102	112	102
COc1ccc(NC(=O)CSc2nc(C3CC3)nc3ccccc23)cc1	0.3	100	0	89	105	107	105	102
COc1ccc(C(F)(F)F)cc1N/C=C\c1nnnn1-c1ccccc1	-0.1	108	12	99	102	100	106	103
CC(=O)NCCc1cc2ccc(C)c(C)c2[nH]c1=O	0.3	98	12	100	97	95	97	98
COCCn1nnnc1CN1C2CCCC1CC(NC(C)=O)C2 (configuration not stated)	-0.1	104	-1	108	105	102	104	100
C=CCNC(=O)NC(=O)COC(=O)c1nc2nccc(C)n2n1	-0.5	126	1	93	102	100	115	100
Other structures
SMILES	Efflux pump inh	LAP4 TOR yeast	AHR activator	CR mimetic SO	AGP1-GFP MLPCN	CIT2 TOR yeast	MEP2 TOR yeast	RPL19A-GFP yeast
COc1ccc(OC)c(Nc2nc(-c3c(C)nc4ncccn34)cs2)c1	0.0	92	22	100	99	100	102	105
COc1ccccc1N1CCN(C(=O)CSc2nnc3n2C(C)(C)Cc2ccccc2-3)CC1	-0.2	104	-12	118	/	97	102	99
COc1ccc(S(=O)(=O)NC2CCCCC2)cc1C	-0.1	106	-3	102	95	99	95	94
COc1cccc2sc(N3CCN(C(=O)c4cccs4)CC3)nc12	0.0	117	8	95	101	91	99	99
O=C(O)C(Cc1ccccc1)N1C(=O)/C(=C/c2cccnc2)SC1=S (configuration not stated)	0.0	107	4	120	113	113	100	103
Cc1ccc(C2CC(c3ccco3)=NN2S(C)(=O)=O)cc1 (configuration not stated)	0.0	82	3	108	91	112	73	101
O=C(CN1CCN(c2ccc(Cl)cc2)CC1)c1ccccc1	0.2	91	73*	113	99	102	101	100
O=C(CCOc1ccccc1)Nc1ccc(S(=O)(=O)N2CCCC2)cc1	0.0	87	0	102	80	74	100	91
CCOC(=O)NC(NC(=S)Nc1ccccc1OC)C(Cl)(Cl)Cl (configuration not stated)	0.6	93	1	92	114	72	96	96
Cc1ccc(NC(=S)NNC(=O)c2cccc([N+](=O)[O-])c2)cc1Cl	-0.1	112	24	98	101	95	98	99
OC(CNCc1ccccc1Cl)COc1ccc(F)cc1 (configuration not stated)	0.1	95	-1	108	101	107	107	105
CCOC(=O)C1CCCN(CCCc2ccccc2)C1 (configuration not stated)	-0.1&0.0	112&90	-1&0	114&88	106&87	99&82	99&91	104&85
N#CC1(NC(=O)COc2ccccc2[N+](=O)[O-])CCCCC1	-0.1	104	1	89	103	97	99	100
COCCOC(=O)C1=C(C)N(Cc2ccccc2)C(=O)NC1c1cccc(OC)c1OC (configuration not stated)	0.1	100	-2	98	104	101	99	100
CC(CCc1ccccc1)NC(=O)COC(=O)C1CCC(C(C)(C)C)CC1 (configuration not stated)	0.8	96	2	106	96	100	99	101
CCC(C)NCC(=O)Nc1cc(S(=O)(=O)N(CC)c2ccccc2)ccc1Cl (configuration not stated)	0.1	95	6	91	95	98	109	103
Cc1cccc(NC(=O)/C(C#N)=C/c2ccc(Sc3ccccc3)o2)c1C	-0.1	95	-7	141	102	103	105	102
Cc1cccc(C(CC(=O)O)NC(=O)C(F)(F)F)c1 (configuration not stated)	0.0	100	-2	109	100	98	98	98
COc1cc(Nc2ccc(C)cc2)c([N+](=O)[O-])nc1[N+](=O)[O-]	-0.1	99	6	98	98	99	91	98
Cc1c(CCO)c(=O)[nH]n1C(=O)c1c(F)cccc1F	0.0	98	-1	102	101	105	101	100
CCCCN1CC(=O)N2[C@H](c3ccc(Cl)cc3)[C@@H]3C(=O)N(CC)C(=O)[C@@H]3[C@]2(C)C1=O	-0.1	128	2	97	83	77	98	94
Nc1nc(N)c2sc3nc4c(cc3c2n1)CCC4	0.1	111	10	128	108	100	104	109
Oc1ccc(NC(=S)Nc2ccc(F)cc2)cc1	0.0	116	3	98	106	100	103	109
O=C1NCCC/C1=N/Nc1cc(F)ccc1F	0.1	121	10	104	99	98	100	101
CCN(CC)CCCNC(=O)c1cc2c(=O)[nH]c3ccc(C)cc3c2s1	0.0	98	/	100	92	90	98	101

Compound profiles, as listed above. Order of values: Efflux pump inh, LAP4 TOR yeast, AHR activator, CR mimetic SO, AGP1-GFP MLPCN, CIT2 TOR yeast, MEP2 TOR yeast, RPL19A-GFP yeast
O=C(O)C(Cc1ccccc1)N1C(=O)/C(=C/c2cccnc2)SC1=S (configuration not stated) in the list: 0.0, 107, 4, 120, 113, 113, 100, 103
CCN(CC)CCCNC(=O)c1cc2c(=O)[nH]c3ccc(C)cc3c2s1 in the list: 0.0, 98, /, 100, 92, 90, 98, 101

(next part)
SMILES	Efflux pump inh	LAP4 TOR yeast	AHR activator	CR mimetic SO	AGP1-GFP MLPCN	CIT2 TOR yeast	MEP2 TOR yeast	RPL19A-GFP yeast
COC(=O)C1=C(N)OC2=C(C(=O)CCC2)C1c1ccc2c(c1)OCO2 (configuration not stated)	-0.1	86	1	97	98	103	104	105
Cc1ccc(NC(=O)NC(=O)CN2CCCC2c2ccc3c(c2)OCCO3)cc1C (configuration not stated)	-0.1	101	3	88	99	101	97	96
N#Cc1cc([N+](=O)[O-])ccc1Oc1cccc(/C=N/NC(=O)c2ccc(Cl)cc2)c1	0.0	100	6	106	103	97	110	102
CC1C(=O)N(Cc2ccccc2)c2ccccc2N1C(=O)c1ccccc1 (configuration not stated)	0.1	96	2	106	100	100	106	101
O=CN1N=C(c2ccccc2)CC1c1ccc(Cl)cc1 (configuration not stated)	0.0	101	8	93	97	94	92	98
Cc1cccc(OCC(=O)Nc2nc(-c3ccncc3)cs2)c1	-0.1	97	-4	124	97	98	104	97
CCOC(=O)C(=NC(C)CC)NNc1ccc(Br)cc1 (configuration not stated)	-0.1	86	21	162	98	115	115	103
CN1CCCN(C(=O)c2cccc(Cl)c2)CC1	-0.2	93	1	103	101	115	101	102
COc1cc(CN2CC(C)OC(C)C2)cc(OC)c1 (configuration not stated)	0.3	96	1	102	99	90	104	98
CN(C)c1ccc(-c2ccc([C@H]3[C@@H]4C=CCC[C@@]4(C)C(=O)N3Cc3ccccc3)c(F)c2)cc1	0.3	98	4	88	106	91	101	100
N=C1C(c2nc3ccccc3s2)=C(O)CN1c1ccccc1	0.0	104	-5	107	107	109	107	116
CCCCn1c(=N)n(CC(O)COc2ccccc2)c2ccccc21 (configuration not stated)	0.1	104	13	95	102	102	94	98
O=C(CSc1nnc2c(Cl)cc(C(F)(F)F)cn12)NCc1ccc(F)cc1	-0.1	97	1	98	99	103	100	105
O=C(CCNC(=O)c1ccccc1)Nc1nc2ccccc2s1	0.0	102	25	115	94	91	101	96

Arranged by length of the SMILES (rising): part of the list above
SMILES	Efflux pump inh	LAP4 TOR yeast	AHR activator	CR mimetic SO	AGP1-GFP MLPCN	CIT2 TOR yeast	MEP2 TOR yeast	RPL19A-GFP yeast
Oc1ccc(NC(=S)Nc2ccc(F)cc2)cc1	0.0	116	3	98	106	100	103	109
Nc1nc(N)c2sc3nc4c(cc3c2n1)CCC4	0.1	111	10	128	108	100	104	109
COCCn1nnnc1CN1C2CCCC1CC(NC(C)=O)C2 (configuration not stated)	-0.1	104	-1	108	105	102	104	100
N=C1C(c2nc3ccccc3s2)=C(O)CN1c1ccccc1	0.0	104	-5	107	107	109	107	116
Cc1ccc(C2CC(c3ccco3)=NN2S(C)(=O)=O)cc1 (configuration not stated)	0.0	82	3	108	91	112	73	101
N#CC1(NC(=O)COc2ccccc2[N+](=O)[O-])CCCCC1	-0.1	104	1	89	103	97	99	100
Cc1cc2oc(=O)sc2cc1NS(=O)(=O)c1cccc2cccnc12	-0.1	106	-1	93	104	98	106	100
O=C(CCOc1ccccc1)Nc1ccc(S(=O)(=O)N2CCCC2)cc1	0.0	87	0	102	80	74	100	91
O=C(NCCO)c1cc2c([nH]c3ccccc32)c(-c2ccccc2)n1	0.3	86	3	144	95	95	102	102
CC(CCc1ccccc1)NC(=O)COC(=O)C1CCC(C(C)(C)C)CC1 (configuration not stated)	0.8	96	2	106	96	100	99	101
Cc1cccc(NC(=O)/C(C#N)=C/c2ccc(Sc3ccccc3)o2)c1C	-0.1	95	-7	141	102	103	105	102
COC(=O)C1=C(N)OC2=C(C(=O)CCC2)C1c1ccc2c(c1)OCO2 (configuration not stated)	-0.1	86	1	97	98	103	104	105
CCC(C)NCC(=O)Nc1cc(S(=O)(=O)N(CC)c2ccccc2)ccc1Cl (configuration not stated)	0.1	95	6	91	95	98	109	103
COc1cc(Nc2ccc(C)cc2)c([N+](=O)[O-])nc1[N+](=O)[O-]	-0.1	99	6	98	98	99	91	98
O=C(c1ccco1)N1CCN(C(=O)C2CCN(S(=O)(=O)Cc3ccccc3)CC2)CC1	-0.2	101	-1	109	103	103	101	100
COc1cc(C(=O)N/C(=C\c2cn(C)c3ccccc23)C(=O)NCCCO)cc(OC)c1OC	0.0	101	5	118	99	109	108	112
CCCN(C(=O)c1nc2nccc(C)n2n1)c1c(N)n(Cc2ccccc2)c(=O)[nH]c1=O	0.2	103	1	102	95	95	107	98

Screening data from PubChem.
